PGC1a acetyl inh – modulators of PGC1a acetylation. U2OS PGC1a acetylation, AlphaScreen anti-acetyl-lysine; with virally co-expressed GCN5 acetyltransferase. inhibition, % at 15.6 µM. hit rate 0.17% among 350,000. AID 651687;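 active means every replicate shows inhibition of at least 40%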;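 further: 0% = neutral control wells and 100% = positive control wells; some results beyond the cut were filed as inactive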
Statin myotox sup – suppressors of simvastatin-induced myotoxicity in C2C12 myotubes; rescue of ATP level, % at 7.49 µM; hit rate 0.78% among 330,000; ATP luminescence, 48 h; scaled: DMSO 0, geranylgeraniol control 100;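 active means mean ATP rescue above about 67%, or every replicate alone reaching that limit, limit read from the data, passing the limit was not always enough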;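 further: myotubes were challenged with 10 µM simvastatin during compound exposure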
PglD inh – blocks C. jejuni PglD acetyltransferase activity; purified PglD enzyme, DTNB colorimetric CoA detection; inhibition, % at 12.5 µM; hit rate 0.098% among 360,000; AID 602405; in the data active means inhibition above about 16%, passing the limit was not always enough; further: strong numbers were not always called active
FN deposition inh – fibronectin deposition inhibition; AH1F fibroblasts, Alexa488-fibronectin deposition fluorescence, overnight; inhibition, % at 12.6 µM; hit rate 0.086% among 350,000; AID 743247;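 active means mean inhibition across replicates of 30% or more, regardless of how many single replicates reach that level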;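 further: positive control wells lacked labelled fibronectin entirely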
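Test system: AH1F fibroblast monolayer depositing Alexa488-labelled fibronectin into matrix. Input: 10000 cells per well. Technique: fluorescence, ex 485 nm, em 525 nm. Buffer or medium: DMEM plus 2% serum, read in PBS. Timing: 1 h cell adhesion before compound, then overnight fibronectin incubation. Compound: single dose, pinned. Read-out basis: inhibition from reduced deposited-fibronectin fluorescence.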
miR122 inh – inhibitors of miR-122 in Huh7 cells | Huh7 miR-122 Renilla luciferase sensor, 48 h; neutral wells = 0, positive control = 100 | activation (reporter increase), % at 12.5 µM | hit rate 0.3% among 340,000;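 active means mean replicate activation score at least 90 and every replicate individually at or above 90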;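 further: higher luciferase means less miR-122 activity so hits act as miR-122 inhibitors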
GSIS activator – primary screen for activators of insulin secretion dependent on glucose, INS-1E cells, GLuc reporter luminescence | hit rate 0.61% among 370,000 | INS-1E GLuc reporter insulin secretion, 2-3 h | activation, % at 16.6 µM;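 active means lowest replicate activation of at least 40%, so every replicate reaches that level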;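 further: 0% = median of neutral control wells and 100% = median of IBMX positive control wells; some compounds called inactive have numbers as strong as hits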
Cneo AK release – Cryptococcus neoformans lysis via adenylate kinase release | C. neoformans lysis, adenylate kinase release luminescence, 4 h; normalised: neutral wells 0, clomiphene wells 100 | lysis activity, % at 15 µM | hit rate 0.2% among 360,000;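 active means mean lysis activity across replicates of at least 80%, whatever share of replicates individually reach that level; inactive means mean lysis activity below 80%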
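Material – Cryptococcus neoformans yeast cells · Quantity – 5 × 10^6 yeast cells/mL · Buffer or medium – YPD medium · Compound – single dose · Timing – 4 h static compound exposure, 37 °C, read 1 h post-reagent · Signal – adenylate kinase release luminescence · Read-out basis – lysis from increased AK signal · Benchmarks – Clomiphene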
F508del corr – CFTR F508del correction in bronchial cells | CFBE cells, YFP halide quenching; stimulated with forskolin plus potentiator P3; % fluorescence drop versus neutral controls | activity (quench increase), % at 7.58 µM | hit rate 0.36% among 350,000;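 active means mean added fluorescence quench of at least 8% versus neutral control, with both replicates also reaching 8%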;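 further: cells transiently co-express mutant CFTR-F508del with the halide-sensitive YFP; corrector assay measuring rescue of mutant channel to the surface after 24 h compound exposure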
Active calls of the source: *; . = no result given; [ ] = another dose, or the depositor's remark.

molecule	Cneo AK release	FN deposition inh	GSIS activator	miR122 inh	F508del corr	PGC1a acetyl inh	Statin myotox sup	PglD inh
C/C(Cc1ccccc1)=N\NC(=O)CNC(=O)c1ccccc1	1	9	-6	.	.	.	.	-3
Cc1ccc(S(=O)(=O)N(C)C[C@H]2Oc3ccc(NC(=O)Nc4ccccc4)cc3C(=O)N([C@@H](C)CO)C[C@H]2C)cc1	4	.	-16	16[16.7 µM]	-0.2	4	-8	3
COc1cccc(S(=O)(=O)Nc2ccc3c(c2)C(=O)N(C)[C@H]2CC[C@@H](CC(=O)O)O[C@@H]2CO3)c1	-4	-11	8	-27[16.7 µM]	1.8	-8	14	2
Cc1ccc(C(=O)N2CCOCC2)cc1S(=O)(=O)Nc1cccc(C)c1C	0	.	.	20	.	-1	-5	0
CO[C@H]1CC[C@@H]2CCOc3ccc(C#N)cc3C(=O)N(C)C[C@H](OC)[C@@H](C)C(=O)N(C)C[C@@H]1O2	6	-2	6	.	.	.	-9	6
CCOc1ccc(NC(=O)CCn2c(=O)[nH]c3ccsc3c2=O)cc1	.	3	2	-5	.	4	.	.
C[C@H]1CN([C@@H](C)CO)C(=O)c2cc(C#CC3(O)CCCC3)cnc2O[C@H]1CN(C)C(=O)Cc1ccncc1	1	.	16	1[16.7 µM]	-0.4	2	11	-1
COc1ccc(S(=O)(=O)N(C)CC(=O)NC2CCCCC2)cc1Cl	2	.	.	-2	.	-2	-2	-1
Cc1ccc(Cl)c(OCC(=O)NN2CCN(C)CC2)c1	5	4	9	-3	0.0	3	-37	1
C=CCNC(=S)N/N=C1\CCS(=O)(=O)c2ccccc21	1	5	15	-3	-3.1	.	-22	1
CCc1nc2ccccc2c(C(=O)OCc2nnc(-c3ccccc3)o2)c1C	2	6	.	-7	.	-9	-19	-1
CN(C)c1ccc2c(c1)[C@@H]1C[C@H](CC(=O)NCc3ccc(Oc4ccccc4)cc3)O[C@@H](CO)[C@@H]1O2	5	-4	-2	8[16.7 µM]	6.0	-6	-21	-2
Cc1cc(OCC(=O)Nc2cccnc2)c2c(C)c(C)c(=O)oc2c1	4	7	1	-7	1.6	-2	15	2
C[C@H](CO)N1C[C@H](C)[C@H](CN(C)C(=O)Nc2ccccc2)Oc2ccc(NS(=O)(=O)c3cn(C)cn3)cc2C1=O	-1	.	17	2[16.7 µM]	-1.2	-7	.	-3
C(=NOCCc1ccccc1)c1cccnc1	3	.	4	-4	-1.6	-8	3	-1
Cc1ccc(S(=O)(=O)N(C)C[C@@H]2Oc3ccc(NC(=O)C4CCCCC4)cc3CC(=O)N([C@@H](C)CO)C[C@@H]2C)cc1	14	.	-3	-3[16.7 µM]	-0.4	4	-9	7
O=C(CSc1ncnc2c1oc1ccccc12)Nc1nccs1	-1	-1	-6	0	0.4	3	-5	0
COc1ccc(CNC(=O)COC(=O)c2nc3nc(C)cc(C)n3n2)cc1	-2	-1	-7	0	-1.9	0	9	6
COc1ccc(S(=O)(=O)NC(=O)C2(C)CCN2C(=O)Cc2cc(C)cc(C)c2)cc1 (stereo not drawn)	0	3	0	-10	-2.0	7	-9	4
C[C@@H]1CN([C@@H](C)CO)C(=O)c2cccc(NC(=O)c3cnccn3)c2O[C@@H]1CN(C)S(=O)(=O)c1ccc(Cl)cc1	.	9	-7	6[16.7 µM]	-1.6	-5	.	.

Shown field by field: part of the list above.
O=C(CSc1ncnc2c1oc1ccccc12)Nc1nccs1
  Cneo AK release = -1
  FN deposition inh = -1
  GSIS activator = -6
  miR122 inh = 0
  F508del corr = 0.4
  PGC1a acetyl inh = 3
  Statin myotox sup = -5
  PglD inh = 0
COc1ccc(CNC(=O)COC(=O)c2nc3nc(C)cc(C)n3n2)cc1
  Cneo AK release = -2
  FN deposition inh = -1
  GSIS activator = -7
  miR122 inh = 0
  F508del corr = -1.9
  PGC1a acetyl inh = 0
  Statin myotox sup = 9
  PglD inh = 6

The list continues.
molecule	Cneo AK release	FN deposition inh	GSIS activator	miR122 inh	F508del corr	PGC1a acetyl inh	Statin myotox sup	PglD inh
C[C@@H]1CCCCO[C@@H](CN(C)C(=O)Nc2ccc(C(F)(F)F)cc2)[C@H](C)CN([C@H](C)CO)C(=O)c2cc(NS(=O)(=O)c3cccs3)ccc2O1	2	.	-5	-15[16.7 µM]	0.8	12	40	-3
COc1ccc(CNC(=O)C(C)OC(=O)c2cccn2C)cc1 (stereo not drawn)	0	.	-14	7	.	-3	2	-4
O=C(CSc1nnc(CNC(=O)c2ccccc2F)o1)Nc1cccc(C(F)(F)F)c1	0	-1	-27	1	-0.3	-10	-5	-3
NS(=O)(=O)c1ccc(N2CCN(CCOc3ccc(Cl)cc3)CC2)nc1	-5	-5	-6	-13	3.8	21	15	-1
O=C(Nc1ccc(S(=O)(=O)Nc2ccc(Cl)cc2)cc1)C1CCCO1 (stereo not drawn)	3	.	.	32	.	-4	-27	-4
Cc1nn(C)c(C)c1N=Cc1c(O)ccc2ccccc12	-2	.	40	-7	-1.2	12	.	-4
O=C(c1ccc(F)cc1)N1C2CCC1CC(O)(c1ccccc1F)C2 (stereo not drawn)	-1	.	.	0	.	-9	2	4
CCNC(=S)N1CCCCC1CO (stereo not drawn)	.	6	-3	.	-0.3	8	.	.
COc1cccc(CC(=O)Nc2ccc(S(=O)(=O)N3CCCCC3)cc2)c1	0	-7	.	16	2.1	-10	12	1
Cc1onc(-c2ccccc2Cl)c1C(=O)N1CCN(c2nc3ccccc3s2)CC1	3	9	.	-5	.	0	3	-7

Grouped by structure, the entries above containing an aryl thioether with sulfur outside any ring (2)
molecule	Cneo AK release	FN deposition inh	GSIS activator	miR122 inh	F508del corr	PGC1a acetyl inh	Statin myotox sup	PglD inh
O=C(CSc1ncnc2c1oc1ccccc12)Nc1nccs1	-1	-1	-6	0	0.4	3	-5	0
O=C(CSc1nnc(CNC(=O)c2ccccc2F)o1)Nc1cccc(C(F)(F)F)c1	0	-1	-27	1	-0.3	-10	-5	-3

(more compounds)
molecule	Cneo AK release	FN deposition inh	GSIS activator	miR122 inh	F508del corr	PGC1a acetyl inh	Statin myotox sup	PglD inh
Cc1nc2cc(NC(=O)NCc3ccccc3)ccc2o1	0	.	5	4	.	9	.	-3
COc1ccc(NC(=O)c2sc3nc(-c4cccnc4)ccc3c2N)cc1	1	-20	13	-8	0.7	-2	.	1
CCOC(=O)N1CCN(C(=O)CCc2nc3sc4c(c3c(=O)[nH]2)CCCC4)CC1	.	-10	10	.	1.5	-1	.	.
Cc1ccc(Cl)c(NC(=O)COC(=O)c2cc[n+]([O-])cc2)c1Cl	2	6	1	-3	1.9	-1	1	6
O=C(C1CCCC1)N1CC2(C1)[C@H](c1ccccc1)[C@H](CO)N2CC1CCCC1	.	-3	-9	.	0.3	5	.	.
COCCOC(=O)c1c(C)oc2ccc(NS(=O)(=O)c3ccc(C(=O)O)cc3)cc12	1	-1	.	1	.	.	.	0
CCC(=O)N1CCN(c2ccc(NC(=O)c3cc4ccccc4o3)cc2Cl)CC1	0	.	.	-5	.	-8	.	1
CNc1nc(N)c([N+](=O)[O-])c(NC2CCCCC2)n1	1	11	38	-8	1.4	-1	1	3
COc1ccc(NC(=O)CC2C(=O)N(c3ccc(OC)cc3)C(=O)N2CCc2cccs2)cc1 (stereo not drawn)	5	-5	-18	-2	-1.7	-2	9	-2
COCC(=O)Nc1ccc(S(=O)(=O)Nc2onc(C)c2C)cc1	1	2	10	-4	0.4	-3	2	1
O=[N+]([O-])c1ccc2nc(C(O)C(O)c3nc4ccc([N+](=O)[O-])cc4[nH]3)[nH]c2c1 (stereo not drawn)	-5	6	-7	-3	1.3	-3	-4	-3
COc1ccccc1CC(=O)Nc1ccc(-c2noc(COc3cccc(C)c3C)n2)cc1	3	1	6	1	5.2	-21	2	-4
Cc1csc(=O)n1CCC(=O)OCC(=O)Nc1cccc(C#N)c1	-2	7	14	-5	-1.4	.	18	-9
COc1cccc(C(=O)N2CCC(C(=O)N3CCN(C)CC3)CC2)c1	0	-3	7	0	-1.2	-4	.	1
O=C(N/N=C/c1cccc([N+](=O)[O-])c1)C(=O)N1CCCCCC1	4	.	18	3	-1.9	.	2	3
CCN1C(=O)[C@H]2[C@@H](c3ccc(C)cc3)N[C@]3(CCCN(Cc4ccco4)C3=O)[C@H]2C1=O	4	1	.	-8	-1.1	3	6	-2
CCCCCCCCCCCC(=O)N/N=C/c1ccco1	3	-6	.	-1	.	-7	.	-1
C[C@@H]1CCCCO[C@H](CN(C)CC2CCCCC2)[C@H](C)CN([C@@H](C)CO)C(=O)c2cc(NC(=O)NC3CCCCC3)ccc2O1	1	-4	6	-11[16.7 µM]	-1.9	14	-117	0
O=S(=O)(Cc1ccccc1)N1CCN(Cc2c(F)cccc2Cl)CC1	2	1	-11	-5	1.7	-11	-23	3
Cc1nc(N)sc1C(=O)NN	-1	6	-5	-9	0.1	3	.	4
C[C@H](CO)N1C[C@H](C)[C@@H](CN(C)Cc2ccccn2)Oc2ncc(-c3ccc(C#N)cc3)cc2C1=O	3	13	7	3[16.7 µM]	1.8	-6	10	-2
O=C(CCl)N=c1sccn1Cc1ccc(Cl)cc1Cl	.	25	31	-22	-4.8	66*	.	.
Cc1ccnc(SC2CC(=O)N(c3ccc(Br)cc3)C2=O)n1 (stereo not drawn)	1	-3	-10	1	-6.1	.	13	-4
O=C(C[C@@H]1CC[C@H](NS(=O)(=O)c2ccc(F)cc2)[C@@H](CO)O1)NCCN1CCCCC1	-4	.	7	.	1.0	8	0	2
CCCNC(=O)N1[C@H](CO)[C@@H]2c3ccccc3N(C(=O)C3CC3)C[C@@H]21	-2	2	-5	40[16.7 µM]	-2.3	-6	5	3
COc1ccc(C(=O)COC(=O)C(C)N2C(=O)C3C4CCC(C4)C3C2=O)cc1 (stereo not drawn)	0	7	4	-1	2.8	1	5	0
CC(C)(C)OCC1CO1 (stereo not drawn)	2	.	6	-3	2.5	-6	-5	4
CCNc1nc(NCC)n2c(SCC(=O)Nc3ccc(C)cc3Br)nnc2n1	6	2	29	-2	-0.7	-10	-1	-2
CC1CCN(C(=O)CSc2nnc(Cc3cccn3C)n2-c2ccc(F)cc2)CC1	1	-16	-12	-7	0.6	-15	1	-3
COC(=O)c1ccc(NC(=O)CCCCCn2nnc3ccccc3c2=O)cc1	-1	-13	35	-7	-0.6	4	2	5
